Diaph inh CS: diaphorase inhibitors and chemical oxidizers, primary screen, counter-screen for diaphorase-coupled primary assays, biochemical, uHTS, resorufin fluorescence; diaphorase resazurin-to-resorufin fluorescence, NADH, 16 min; bacterial (C. kluyveri) enzyme, not human; inhibition, % at 20 µM; 190,000 tested, 0.69% active; AID 1217, 2008;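 active = primary screen inhibition at 20 µM above a set limit, cut at about 50% in these data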;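 note: plate controls were DMSO with full reaction for no effect and wells lacking NADH for full effect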
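Assay system: diaphorase enzyme from Clostridium kluyveri; Input: enzyme working solution with 0.14 U/mL diaphorase; Timing: 16 min at room temperature; Technique: resorufin fluorescence, excitation 544 nm, emission 590 nm; Benchmarks: positive control minus NADH, DMSO neutral control.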
TNAP act hiacc: TNAP activators at high phosphate acceptor level, primary screen, biochemical, luminescence, uHTS | 200,000 tested, under 10 active | purified TNAP, CDP-star luminescence, 1 M DEA, 30 min; active compounds read high; 0 = EDTA background, 1 = DMSO-only activity | Alkaline phosphatase, tissue-nonspecific isozyme (Homo sapiens), P05186 | AID 1136, 2008 | activation factor at 20 µM;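 active = activation factor at least 2 at 20 µM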
Target sequence (P05186 whole entry, looked up): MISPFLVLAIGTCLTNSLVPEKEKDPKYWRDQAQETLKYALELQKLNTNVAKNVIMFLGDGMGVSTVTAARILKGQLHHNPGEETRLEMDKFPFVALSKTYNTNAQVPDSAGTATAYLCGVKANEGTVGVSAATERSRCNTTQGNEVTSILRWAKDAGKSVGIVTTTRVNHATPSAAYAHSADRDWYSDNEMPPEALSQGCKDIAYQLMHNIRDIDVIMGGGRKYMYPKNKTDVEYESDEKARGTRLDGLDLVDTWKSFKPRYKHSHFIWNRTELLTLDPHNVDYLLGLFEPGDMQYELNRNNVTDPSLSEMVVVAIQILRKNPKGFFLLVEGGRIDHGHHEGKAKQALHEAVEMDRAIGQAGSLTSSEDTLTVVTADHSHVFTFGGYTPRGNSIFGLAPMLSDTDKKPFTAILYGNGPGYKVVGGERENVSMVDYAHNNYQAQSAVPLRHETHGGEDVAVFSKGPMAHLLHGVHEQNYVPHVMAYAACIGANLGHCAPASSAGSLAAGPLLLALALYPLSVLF
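Measured by: Luminescent substrate turnover signal | Test system: Human TNAP | Input: TNAP 1/800 final | Dosing: 20 µM single point | Schedule: 30 min, room temperature | Controls: EDTA wells as negative control, DMSO wells as positive control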
TNAP inh hi DEA: human TNAP enzyme inhibitors, primary screen, biochemical, luminescent, high phosphate acceptor level, uHTS; AID 1135, 2008; 200,000 tested, 0.03% active; Alkaline phosphatase, tissue-nonspecific isozyme (Homo sapiens), P05186; inhibition, % at 20 µM; purified TNAP, CDP-star luminescence, 1 M DEA;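 active = over 50% inhibition of tissue-nonspecific alkaline phosphatase at 20 µM in the single-dose screen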;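 note: plate controls were DMSO wells for no effect and EDTA-quenched wells as full inhibition for full effect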
PMI act: activators of human PMI, primary screen, biochemical, fluorescence intensity, near-Km mannose 6-phosphate. 190,000 tested, 0.005% active. Mannose-6-phosphate isomerase (Homo sapiens), P34949. AID 1214, 2008. purified human PMI, coupled resazurin fluorescence, 20 min; active compounds read high; 1 = vehicle control, 0 substrate-free wells. activation factor at 20 µM;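 active = activation factor of 2 or more at 20 µM, relative to plate controls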
Target sequence (P34949 whole entry, looked up): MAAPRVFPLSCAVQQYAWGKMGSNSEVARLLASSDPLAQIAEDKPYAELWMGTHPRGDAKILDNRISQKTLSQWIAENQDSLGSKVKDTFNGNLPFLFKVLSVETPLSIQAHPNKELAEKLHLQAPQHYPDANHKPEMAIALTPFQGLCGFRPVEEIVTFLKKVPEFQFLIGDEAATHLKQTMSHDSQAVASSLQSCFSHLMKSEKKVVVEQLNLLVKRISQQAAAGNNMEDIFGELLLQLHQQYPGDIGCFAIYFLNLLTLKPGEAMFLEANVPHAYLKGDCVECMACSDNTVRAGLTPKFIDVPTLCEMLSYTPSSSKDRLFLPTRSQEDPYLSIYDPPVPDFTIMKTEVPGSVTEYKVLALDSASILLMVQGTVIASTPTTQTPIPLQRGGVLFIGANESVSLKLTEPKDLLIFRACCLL
TNAP inh no acc: human TNAP enzyme inhibitors, primary screen, biochemical, luminescent, no phosphate acceptor, uHTS; Alkaline phosphatase, tissue-nonspecific isozyme (Homo sapiens), P05186; inhibition, % at 20 µM; 200,000 tested, 0.26% active; purified TNAP, CDP-star luminescence, 30 min;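 active = tissue-nonspecific alkaline phosphatase inhibition above about 50% at 20 µM in the single-dose screen, limit read from the data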;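 note: 0% = DMSO negative control and 100% = EDTA positive control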
bIAP act: bovine intestinal alkaline phosphatase activators, primary screen, biochemical, bovine IAP, CDP-star luminescence | alkaline phosphatase, intestinal [Bos taurus] | purified bovine IAP, 30 min; active compounds read high; fold of DMSO-control signal, blank-subtracted | activation factor at 20 µM | 200,000 tested, 0.17% active;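 active = activation factor of 2 or more at 20 µM, a signal rise over negative controls twice the positive control's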
L major viab: Leishmania major promastigote growth inhibition, primary screen | 200,000 tested, 9% active | inhibition, % at 10 µM | Leishmania major promastigotes, resazurin fluorescence viability; in the data active = inhibition above about 50%;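 note: promastigotes grown with compound for 44 hours at 28 °C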
PMI act hi M6P: human PMI activators, high substrate, primary screen, biochemical, fluorescence intensity, near-saturating mannose 6-phosphate; activation factor at 20 µM; coupled PMI enzyme assay, resazurin fluorescence, 20 min; active compounds read high; 1 = untreated enzyme, 0 = substrate-free blank; AID 1216, 2008; 190,000 tested, 0.34% active; Mannose-6-phosphate isomerase (Homo sapiens), P34949;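 active = activation factor of 2 or more at 20 µM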
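assay system = human phosphomannose isomerase with PGI, G6PDH, diaphorase coupling enzymes | quantity = 15 ng/mL PMI | incubation = enzyme reaction with compound 20 min at room temperature | medium = HEPES pH 7.4 buffer with MgCl2 and Tween-20 | compound dosing = one concentration, 20 µM, in 1% DMSO | measured by = Diaphorase-driven resazurin-to-resorufin fluorescence, excitation 544, emission 590 nm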
Diaph act CS: compounds boosting diaphorase resazurin reduction – biochemical, uHTS, resorufin fluorescence, counter-screen for diaphorase-coupled primary assays, primary screen; activation factor at 20 µM; Diaphorase/resazurin coupled assay, 16 min; active compounds read high; 1 = vehicle wells, 0 = NADH-free wells; 190,000 tested, 0.005% active;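 active = diaphorase activity raised at least twofold by the compound at 20 µM; inactive = activation factor below 2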
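Test system: Clostridium kluyveri diaphorase, purified enzyme. Buffer or medium: 50 mM HEPES pH 7.4 buffer plus MgCl2 and Tween 20. Also added: 0.114 mM NADH and 0.1 mM resazurin, final amounts. Dosing: compound 20 µM once, DMSO 1%. Schedule: 16 min enzyme reaction, ambient temperature. Detection: fluorescence of resorufin, 544 nm excitation, 590 nm emission.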
bIAP inh: bovine intestinal alkaline phosphatase inhibitors, primary screen, selectivity assay for TNAP inhibitor project, biochemical, bovine IAP, CDP-star luminescence; purified bovine IAP, 30 min; AID 1019, 2008; alkaline phosphatase, intestinal [Bos taurus]; 190,000 tested, under 10 active; inhibition, % at 20 µM;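 active = over 50% inhibition of intestinal alkaline phosphatase at 20 µM in the single-dose screen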
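Assay system: bovine IAP enzyme; medium: DEA buffer 100 mM, pH 9.8, with MgCl2 1.0 mM, ZnCl2 0.02 mM; doses: 20 µM single dose; incubation: enzyme reaction for 30 min at room temperature; detection: CDP-star luminescence signal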
* marks the source's active call; other numbers are inactive results; . = not tested or not shown. Compounds as they come. About 10% of those tested had a hit in this group.

The line under a structure holds: Diaph inh CS | TNAP act hiacc | TNAP inh hi DEA | PMI act | TNAP inh no acc | bIAP act | L major viab | PMI act hi M6P | Diaph act CS | bIAP inh
- CCOC(=O)N1CCC(N2C(=O)c3ccccc3C2Nc2cc(C(=O)OC)cc(C(=O)OC)c2)CC1 (configuration not stated)
 : 22 | 1.1 | -7 | 0.9 | -9 | 1 | 62* | 0.9 | 0.8 | -2
- O=C(Cn1nnc(-c2ccccc2)n1)NNC(=O)c1ccccc1
 : -4 | 1.1 | -6 | 1 | -29 | 1.4 | -11 | 1 | 1 | -36
- COC(=O)c1ccccc1NC(=O)C(C)Oc1ccccc1 (configuration not stated)
 : 11 | 1 | 1 | 1 | -7 | 0.7 | -3 | 1 | 0.9 | 32
- O=C1/C(=C\c2cccs2)N=C(c2cccs2)N1Nc1ccccc1
 : 16 | 0.9 | 9 | 0.8 | 10 | 0.7 | 4 | 1 | 0.8 | 31
- O=C(NCc1ccco1)C(c1ccccc1F)N(CC1CCCO1)C(=O)Cn1nnc2ccccc21 (configuration not stated)
 : 6 | 1 | -3 | 1 | -1 | 1.1 | -6 | 1.1 | 0.9 | -7
- CCOC(=O)NNC(=O)c1ccc(Cl)cc1
 : -4 | 1 | -4 | 0.9 | -15 | 1 | -5 | 1 | 1 | 0
- COc1ccc(-c2nc(N)sc2C2(O)C(=O)Nc3c(Br)cc(F)cc32)cc1OC (configuration not stated)
 : 16 | 1 | -4 | 0.9 | -7 | 1 | -3 | 0.8 | 0.8 | 1
- CC(=O)N1CC[n+]2c(-c3ccc(Cl)cc3Cl)csc21
 : 15 | 1 | -4 | 1.1 | -2 | 0.9 | -10 | 1.1 | 0.8 | 15
- CCCc1cc(=O)[nH]c(SCc2cc(Cl)ccc2OC(F)F)n1
 : 19 | 1 | -4 | 0.9 | 12 | 0.9 | -2 | 0.9 | 0.8 | 10
- O=S(=O)(c1cccc(F)c1)N1CCC(CO)(Cc2cccc(F)c2)CC1
 : 33 | 1.1 | -6 | 1 | -4 | 1 | 15 | 1 | 0.7 | 2
- CC(=O)NC(C(=O)NCC(N)=O)C(C)C (configuration not stated)
 : 10 | 1.1 | -7 | 0.9 | -18 | 0.9 | -3 | 0.9 | 0.9 | 14
- O=C(CSc1ccc(Cl)cc1)NC1CCCc2ccccc21 (configuration not stated)
 : 12 | 1 | -4 | 1 | -6 | 1 | 6 | 1 | 0.9 | -1
- CN(c1ccc(OCC(=O)Nc2nc3ccccc3s2)cc1)S(=O)(=O)c1ccccc1
 : 26 | 1 | 2 | 0.9 | -7 | 0.9 | 4 | 0.8 | 0.7 | 10
- O=C(Nc1ccc(Oc2ccccc2)cc1)C1CC1
 : 5 | 1 | -2 | 0.9 | -9 | 0.9 | 2 | 1 | 1 | 10
- C=CCNC(=O)c1cc2c(C(F)(F)F)nn(C)c2s1
 : 5 | 1 | -2 | 1 | -6 | 1 | 0 | 1 | 1 | -3
- Cc1ccc(S(=O)(=O)/N=C2/NC(=O)/C(=C/c3ccncc3)S2)cc1
 : 6 | 1 | -4 | 1 | -4 | 1.1 | -6 | 1 | 0.9 | -7
- COc1ccc(C(=O)OCn2nnc3ccccc3c2=O)cc1OC
 : -3 | 1 | -4 | 1.1 | 13 | 1 | 1 | 1 | 1 | -3
- COc1ccc2[nH]c(=O)c(CN(C(=O)c3ccco3)C3CCCCC3)cc2c1
 : 0 | 1.1 | -6 | 1 | 2 | 1.1 | 94* | 1.1 | 1 | -6
- COc1ccc(Cl)cc1C(=O)Nc1ccc(S(=O)(=O)N2CCCC2)cc1
 : 1 | 1 | 1 | 1.1 | -3 | 1 | 0 | 1 | 1 | 0
- CC(C)N=c1c([N+](=O)[O-])nn(C)n1O
 : 6 | 1 | 3 | 1.1 | 14 | 1.1 | 0 | 1 | 0.9 | -5
- CCOC(=O)CSc1nnc2n(C3CCCCC3)c(=O)c3c4c(sc3n12)CCCC4
 : 22 | 1 | -4 | 0.9 | 12 | 0.9 | 6 | 0.9 | 0.8 | 9
- O=S(=O)(c1cccs1)n1cnc2ccccc21
 : 19 | 1 | -2 | 0.9 | -9 | 0.9 | 4 | 0.9 | 0.8 | 15
- COc1ccc(S(=O)(=O)Cc2ccc(C(=O)NC(C)C)o2)cc1
 : 13 | 1 | -2 | 0.9 | 2 | 0.9 | -7 | 0.9 | 0.9 | 7
- Cc1c(Cl)cccc1N(CC(=O)NC1CCCCC1)S(C)(=O)=O
 : 18 | 1.1 | -6 | 1 | -8 | 1 | 1 | 1 | 0.8 | -4
- O=c1[nH]n(-c2ccccc2)c(=O)c2ccccc12
 : 10 | 1 | -2 | 0.9 | -4 | 1 | -6 | 1 | 0.9 | -1
- NC(=O)C1CCN(CCC(=O)Nc2ccc3c(c2)CCC3)CC1
 : 14 | 1 | -1 | 0.9 | -10 | 0.9 | 80* | 0.7 | 0.9 | 6
- N#CC1=C(N)Oc2c(oc(CO)cc2=O)C1c1ccsc1 (configuration not stated)
 : 11 | 1 | 4 | 0.9 | -8 | 0.8 | -24 | 1 | 0.9 | 17
- O=C(Nc1cccc([N+](=O)[O-])c1)c1ccn[nH]1
 : 35 | 1 | -1 | 1 | -10 | 0.9 | -3 | 0.9 | 0.7 | 12
- CC(C)OC(=O)CSc1nnc(Cc2ccccc2)n1CC1CCCO1 (configuration not stated)
 : 17 | 1 | -4 | 1 | -8 | 0.8 | 2 | 0.9 | 0.8 | 18
- CC1(C)CC(=O)C2=C(C1)Oc1ncn3nc(-c4cccnc4)nc3c1C2c1ccccc1 (configuration not stated)
 : 6 | 1.1 | -7 | 1.1 | 11 | 1 | . | 1.1 | 0.9 | 3

Rewritten field by field: entries from further up
COc1ccc2[nH]c(=O)c(CN(C(=O)c3ccco3)C3CCCCC3)cc2c1
  Diaph inh CS: 0	TNAP act hiacc: 1.1	TNAP inh hi DEA: -6	PMI act: 1	TNAP inh no acc: 2	bIAP act: 1.1	L major viab: 94*	PMI act hi M6P: 1.1	Diaph act CS: 1	bIAP inh: -6
COc1ccc(Cl)cc1C(=O)Nc1ccc(S(=O)(=O)N2CCCC2)cc1
  Diaph inh CS: 1	TNAP act hiacc: 1	TNAP inh hi DEA: 1	PMI act: 1.1	TNAP inh no acc: -3	bIAP act: 1	L major viab: 0	PMI act hi M6P: 1	Diaph act CS: 1	bIAP inh: 0
CC(C)N=c1c([N+](=O)[O-])nn(C)n1O
  Diaph inh CS: 6	TNAP act hiacc: 1	TNAP inh hi DEA: 3	PMI act: 1.1	TNAP inh no acc: 14	bIAP act: 1.1	L major viab: 0	PMI act hi M6P: 1	Diaph act CS: 0.9	bIAP inh: -5
CCOC(=O)CSc1nnc2n(C3CCCCC3)c(=O)c3c4c(sc3n12)CCCC4
  Diaph inh CS: 22	TNAP act hiacc: 1	TNAP inh hi DEA: -4	PMI act: 0.9	TNAP inh no acc: 12	bIAP act: 0.9	L major viab: 6	PMI act hi M6P: 0.9	Diaph act CS: 0.8	bIAP inh: 9

Next part
The line under a structure holds: Diaph inh CS | TNAP act hiacc | TNAP inh hi DEA | PMI act | TNAP inh no acc | bIAP act | L major viab | PMI act hi M6P | Diaph act CS | bIAP inh
- CCOC(=O)c1sc(NC(=O)CCSC)nc1C
 : 14 | 1 | -1 | 1.5 | -7 | 1 | -1 | 1.5 | 0.9 | 2
- CCOC(=O)c1c(C)oc2c1c(C(c1cccnc1)N1CCN(C)CC1)c(O)c1ccccc12 (configuration not stated)
 : 29 | 1 | 0 | 0.6 | -4 | 1 | . | 0.7 | 0.7 | -2
- C/C=C(\C)c1nnc(NC(=O)OCC)s1
 : 18 | 1 | 0 | 0.8 | -5 | 0.8 | 4 | 0.9 | 0.8 | 15
- COc1cc(-c2nc(S(=O)(=O)c3ccc(Cl)cc3)c(N(C)C)o2)cc(OC)c1OC
 : 25 | 1.1 | -5 | 1.4 | -7 | 0.9 | -4 | 1 | 0.7 | 11
- Cc1ccc(CN(C(=O)Cn2nnc3ccccc32)C(C(=O)NCc2ccco2)c2cccs2)cc1 (configuration not stated)
 : 27 | 1.1 | -6 | 0.9 | -22 | 1 | 30 | 0.9 | 0.7 | 5
- CCc1ccc(NC(=O)CSc2nnc(-c3cccs3)n2CC)cc1
 : 12 | 1 | -4 | 1 | -3 | 0.8 | 1 | 0.9 | 0.9 | 18
- CCOC(=O)C1C(=O)CC(O)(c2ccccc2)CC1c1ccccc1 (configuration not stated)
 : 1 | 1.1 | -9 | 1.1 | -5 | 0.9 | 12 | 1.1 | 1 | 6
- c1ccc(Nc2nc3ccccc3[nH]2)nc1
 : -1 | 1 | -3 | 1 | -8 | 1.8 | 100* | 1 | 1 | -78
- CCOC(=O)c1[nH]c(C)c(C(=O)N2CCN(C(=O)c3ccco3)CC2)c1C
 : 12 | 1.1 | -5 | 1 | -9 | 0.8 | -4 | 1 | 0.9 | 17
- CN(C)CCCNC(=O)/C=C/c1ccc2c(c1)OCO2
 : 11 | 1 | 0 | 0.9 | -2 | 0.9 | 38 | 0.9 | 0.9 | 11
- Cc1ccc(C2CC(=O)c3cnc(N4CC(C)CC(C)C4)nc3C2)cc1 (configuration not stated)
 : 11 | 1 | -3 | 1 | -6 | 0.9 | . | 1 | 0.9 | 5
- Cc1ccc(C2=NN(CCC(=O)NCc3ccc4c(c3)OCO4)C(=O)CC2)cc1
 : 10 | 1 | 0 | 0.9 | -8 | 0.8 | 42 | 1 | 0.9 | 22
